# FBPA Giardia inh – qHTS Assay for Inhibitors of Fructose-1,6-bisphosphate Aldolase from Giardia Lamblia; Potency, µM (top dose mostly 59.6 µM), inactives show top-dose activity, negative = inhibition, usual class: inhibitors; A8B2U2; purified Giardia FBPA; AID 2451, 2010; actives 0.71% (n = 290,000); also: potency is read from the fitted curve at half-maximal effect; % is scaled to controls: 0 for no effect and ±100 for the full control effect; nearly all actives have a fitted effect of over 55% in size
# Target sequence (A8B2U2 whole entry, looked up): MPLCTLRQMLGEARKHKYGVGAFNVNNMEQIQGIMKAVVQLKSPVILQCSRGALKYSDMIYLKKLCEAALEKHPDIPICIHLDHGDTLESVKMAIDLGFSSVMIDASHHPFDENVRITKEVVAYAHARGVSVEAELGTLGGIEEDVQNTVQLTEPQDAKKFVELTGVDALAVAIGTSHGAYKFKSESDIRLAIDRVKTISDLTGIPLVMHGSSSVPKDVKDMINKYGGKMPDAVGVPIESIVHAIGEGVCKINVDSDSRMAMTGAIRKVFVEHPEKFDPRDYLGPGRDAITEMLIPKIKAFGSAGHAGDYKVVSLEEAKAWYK
#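 Giardia FBPA (40 nM reagent) was preincubated 10 min at RT with compound (up to 57.5 uM final), then substrate plus GAPDH/TPI/NAD/arsenate coupling system with diaphorase/resazurin was added; resorufin fluorescence (525/598 nm) was read after 20 min.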
# Pf growth 48h – Primary qHTS for delayed death inhibitors of the malarial parasite plastid, 48 hour incubation; AID 504832, 2011; P. falciparum luciferase growth in erythrocytes, 48 h; actives 5.9% (n = 310,000); Potency, µM (highest dose often 28.7 µM), without a hit: at the top dose activity change, negative = inhibition, hits mostly inhibitors; also: potency is read from the fitted curve at half-maximal effect; % is scaled to controls: 0 for no effect and ±100 for the full control effect
#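 Compounds are pin-transferred into medium, infected erythrocytes (2% hematocrit, 0.1% parasitemia final) are added, and plates sit one parasite generation at 37 C in 5% CO2. Detection reagent is then added and luminescence measured.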
# Pf growth 96h – Primary qHTS for delayed death inhibitors of the malarial parasite plastid, 96 hour incubation; P. falciparum luciferase reporter growth, 96 h; actives 6.9% (n = 320,000); Potency, µM (highest dose often 28.7 µM), without a hit: at the highest dose activity change, negative = inhibition, hits mostly inhibitors; also: potency is read from the fitted curve at half-maximal effect; % is scaled to controls: 0 for no effect and ±100 for the full control effect
#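 Parasite growth measured via integrated firefly luciferase reporter in P. falciparum. Infected erythrocytes at 2% hematocrit, 0.05% parasitemia final were treated 96 hours at 37 C under 5% CO2, and luminescence was read.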
# HCV inh – qHTS Assay for Inhibitors of Hepatitis C Virus (HCV) | Huh7.5.1 HCVcc-Cre infection, luciferase reporter, 44 h | Potency, µM (doses to about 41.8 µM), without a hit: at the highest dose activity change, negative = inhibition, hits mostly inhibitors | actives 3.4% (n = 340,000); also: potency is read from the fitted curve at half-maximal effect; % is scaled to controls: 0 for no effect and ±100 for the full control effect
#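 Infectious HCVcc-Cre (~0.5 moi) was added to cells just after compound, with cells seeded 4 h earlier at 1,000 per well. Luciferase activity after 44 h culture reported infection; substrate was incubated 15 min at room temperature before reading.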
# Shiga inhibitor – A qHTS for Small Molecule Inhibitors of Shiga Toxin; Vero cells, Shiga toxin protein synthesis inhibition reporter; inhibition, % at 38.7 µM; actives 9.2% (n = 290,000); in the data active = inhibition mostly above about 28%, no sharp cut-off; inactive = mostly below about 43%; also: 0% is about no effect
# Cycloheximide cs – Cycloheximide Counterscreen for Small Molecule Inhibitors of Shiga Toxin; cell reporter, cycloheximide protein synthesis inhibition counterscreen; max response, %; actives 12% (n = 300,000); AID 2314, 2010; in the data active = max response mostly above about 13%, no sharp cut-off; inactive = mostly below about 14%; also: read at 38.3 µM for the half of the compounds with a filed dose; 0% is about no effect
# Starred values were filed as active, the others as inactive; i = inactive; ? = inconclusive; / = not tested or not shown; [ ] = remark or other dose. Unless noted, calls follow the shape of the dose curve; as a rule, active = well fitted curve in the direction sought with a large enough effect; inconclusive = small, poorly fitted or top-dose-only effect, or another doubt; inactive = no such curve, though single readings can be large; an effect the other way counts as inactive or inconclusive.
SMILES,FBPA Giardia inh,Pf growth 48h,Pf growth 96h,HCV inh,Shiga inhibitor,Cycloheximide cs
Cc1ccnc(N2C(=O)OC(C)(C)C2(C)O)c1 (stereo unspecified),9%,14%,8.3µM*,6%,-1,-1
CC(=O)c1ccc(OCC(=O)Nc2ccccc2C(=O)NC2CC2)cc1,/,-1%,35%[activator],2%,-5,2
Cc1ccc2occ(/C=C/C(=O)c3ccccc3O)c(=O)c2c1,/,20%,35%[activator],8%,7,17
O=C(COC(=O)Cc1c[nH]c2ccccc12)NC1CCS(=O)(=O)C1 (stereo unspecified),/,6%,6%,3%,/,/
CCn1ncc(NC(=O)Nc2cccc(C(F)(F)F)c2)c1C(N)=O,-9%,6%,/,-16%,7,-3
CCC(CC)c1nn2c(N)c(/C=C3\C(C)=Nc4ccccc43)c(=O)nc2s1,6%,-8%,3%,0%,10,0
O=C(COC(=O)c1cc(S(=O)(=O)N2CCCCC2)ccc1Cl)NCc1ccco1,-2%,-24%,-35%[5.75 µM],0%,-18,1
COCCNC(=O)/C(C#N)=C1\N=C(N)c2ccccc21,-1%,-14%,1%,-14%,-8,13
Cc1ccc(C)c(NS(=O)(=O)c2cc(C(=O)NCc3ccncc3)ccc2C)c1,-1%,17%,1%,?,-9,-1
CN1C(=O)CC(n2c(CO)nc3ccccc32)C1=O (stereo unspecified),-4%,0%,4%,8%,-2,-5
CCOc1ccc(Br)cc1S(=O)(=O)Nc1cccc(S(=O)(=O)N(C)C)c1,1%,-3%,-20%,12%,9,-5
CSCCC(NC(=O)c1ccccc1)C(=O)OCC(=O)N(C)CCC#N (stereo unspecified),3%,-12%,37%[activator],5%,-5,1
Cc1nn(C)c(Oc2ccccc2)c1CCNC(=O)C(C)(C)C,4%,?,?,0%,25,-2
Cc1nn(C)cc1[C@@H]1C[C@H]2CN(Cc3cccc(Cl)c3)C(=O)[C@]23CCCN13,2%,?,?,3%,19,-1
O=S(=O)(c1ccc(Br)cc1)c1nc(-c2ccccc2)oc1NCCN1CCOCC1,/,?,9.3µM*,?,-12,13

# Of the compounds above, two have a Cl atom.
SMILES,FBPA Giardia inh,Pf growth 48h,Pf growth 96h,HCV inh,Shiga inhibitor,Cycloheximide cs
O=C(COC(=O)c1cc(S(=O)(=O)N2CCCCC2)ccc1Cl)NCc1ccco1,-2%,-24%,-35%[5.75 µM],0%,-18,1
Cc1nn(C)cc1[C@@H]1C[C@H]2CN(Cc3cccc(Cl)c3)C(=O)[C@]23CCCN13,2%,?,?,3%,19,-1

# Additional structures follow.
SMILES,FBPA Giardia inh,Pf growth 48h,Pf growth 96h,HCV inh,Shiga inhibitor,Cycloheximide cs
CCCCc1ncc(CN2CCC(n3nccc3NC(=O)c3ccccc3OC)CC2)[nH]1,?,?,?,-4%,-2,-1
Cc1ccc2[nH]c3c(c2c1)CNCC3,-7%,34%[activator],-9%,?,1,-6
CCOc1cc(C(=O)O)ccc1OCCOc1ccccc1,/,15%,10%,15%,3,-9
FC(F)(F)c1ccc(Cl)c(NC(=S)N/N=C/c2ccccc2C(F)(F)F)c1,9%,?,?,?,-3,-2
COc1ccc(CCN2CC(C(=O)N(C)Cc3ccccc3OC)CCC2=O)cc1 (stereo unspecified),?,-15%,-22%,-2%,-14,7
COc1ccc(C2/C=C\CN(CC(C)C)CC(=O)N2Cc2cccc(F)c2)cc1 (stereo unspecified),-6%,/,/,?,i,11
COc1ccccc1NC(=O)CCC(=O)OCc1ccc(Br)cc1,-1%,4%,-22%,0%,15,0
CCNS(=O)(=O)c1ccc(NC(=O)c2ccccc2)cc1,-2%,17%,/,-18%,11,21
CC(=O)Nc1ccc(NC(=O)c2ccccc2CCc2ccccc2)cc1,4%,-13%,18%,20%,-10,3
COCCSc1nnc(NC(=O)COC)s1,-2%,3%,15%,9%,36,7
C=C(C)CN(CC)C(=O)CC1C(=O)NCCN1C (stereo unspecified),-3%,11%,5%,27%,-19,-1
CCc1nn(C(CC)C(=O)NCc2cccc(OC)c2OC)c(=O)c2cc3occc3n12 (stereo unspecified),10%,-9%,?,?,-5,-1
NC(=O)c1nn(CC(=O)Nc2ccc3c(c2)OCO3)cc1[N+](=O)[O-],1%,-9%,?,3%,-21,-2
O=C1NC(=Nc2ccccc2)SC1(CO)CO,-28%,-2%,?,28%,-6,-1
O=C(COC(=O)c1cc[n+]([O-])cc1)Nc1cc([N+](=O)[O-])ccc1Cl,/,19%,5%,-7%,/,/
CC(CN(C)Cc1nc(Cc2cccc(C(F)(F)F)c2)no1)CN1CCCC1 (stereo unspecified),-7%,3%,?,-21%,2,-4
CC(C)(C)c1nc2ccccc2[nH]1,-29%,/,25%,-10%,13,1
CN1CCN(c2nc(Nc3ccc(F)cc3)nc(Nc3ccc(F)cc3)n2)CC1,-3%,-3%[0.00184 µM],6%,?,-8,-9
Cc1ccc(C[n+]2cccc(-c3ccccc3)c2)c(C)c1,-3%,0.93µM*,0.33µM*,?,-14,-4
CCOc1ccc(C(=O)OCC(=O)Nc2cc(C)on2)cc1OCC,-1%,4%,/,?,19,15
COc1ccc(S(=O)(=O)N2CCCCC2)cc1NC(=O)CCNC(=O)c1ccco1,/,9.3µM*,?,4%,/,/
CCN1CCN(C(=O)N(CC(=O)Nc2ccc(C(N)=O)cc2)S(=O)(=O)c2ccc(C)cc2)CC1,/,0%,50%[activator],30%,/,/
Nc1c(C(=O)NC23CC4CC(CC(C4)C2)C3)sc2nc3c(c(C(F)(F)F)c12)CCC3,-5%,?,55%[activator],/,-20,-1
CCCc1cc(=O)[nH]c(SCC(=O)c2cc(C)n(CCC)c2C)n1,4%,1%,?,-2%,-18,8
O=C(O)C(=O)/C(=C\c1cccc(Cl)c1)c1ccc2ccccc2n1,-21%,275%[activator],196%[activator],13%,110*,93*
CCN(CC)C(=O)C1CCCN(Cc2cccc(Oc3ccccc3)c2)C1 (stereo unspecified),?,-3%,-16%,-8%,-14,-3
CS(=O)(=O)c1ccc(Cl)c(NC(=O)c2cc(S(=O)(=O)N3CCOCC3)ccc2N2CCCC2)c1,/,?,13µM*,5%,/,/
CC1(C)Cc2cccc(OCC(=O)Nc3ccc(S(N)(=O)=O)cc3)c2O1,/,6%,-3%,-10%[8.37 µM],/,/
CC(C)(C)OC(=O)N1CCC[C@H]1C(=O)N/N=C/c1cccc2cccnc12,-23%,?,?,13%,-1,-2
CCn1c(Cc2ccccc2)nnc1SCC(=O)Nc1nnc(-c2ccccc2)s1,-4%,1%,5%,-6%,-4,-1
COc1cc(N2CCOCC2)ccc1/C=C1\C(=O)NC(=O)N(Cc2ccc3c(c2)OCO3)C1=O,-6%,35%[activator],5%,12%,37,-1
COc1ccccc1CNC(=O)Cc1c[nH]c2ccccc12,7%,-14%,?,6%,25,-3
CCOC(=O)C1(Cc2cccc(OC)c2)CCN(C/C=C/c2ccccc2)CC1,1%,?,?,-17%,-2,-7
Cn1c(N)c(C(=O)COC(=O)/C=C/c2ccc(S(=O)(=O)N3CCOCC3)cc2)c(=O)n(C)c1=O,-2%,?,?,-16%,-7,0
COc1ccc(NC(=O)CSc2nc(=O)n(CCN(C)C)c3c2CCCC3)cc1OC,/,?,?,1%,/,/
Cc1ccc(C2C(C(=O)O)c3ccccc3C(=O)N2C)c(C)c1 (stereo unspecified),11%,26%,?,16%,-14,-6
O=C(CSc1ncnc2nc[nH]c12)Nc1nnc(SCc2ccc(Cl)c(Cl)c2)s1,16%,-8%,-5%,17%,1,3
Cc1oc(C)c(C(=O)NCCCC(=O)O)c1C(=O)NCCCC(=O)O,-4%,31%[activator],4%,26%,-13,-2
Cc1cc(C)c(S(C)(=O)=O)c(Sc2ccc(Cl)cc2)n1,0%,?,?,-5%,8,-6
CCOC(=O)c1c(C)[nH]c(C(=O)Nc2ccc(NC(C)=O)cc2)c1C,0%,0%,0%,?,-9,-3
N#C/C(=C(/O)c1cccs1)c1nc2ccccc2[nH]1,-17%,?,?,-15%,21,4
C=CCN1C(=O)C2C(C(=O)NC3CCCCC3)C3C=CC2(O3)C1C(=O)NC1CCCC1 (stereo unspecified),-13%,-6%,-26%,13%,-21,-3
CC(=O)Nc1nc(-c2ccc3c(c2)CCN3S(C)(=O)=O)cs1,-20%,-23%,27%,-14%,67*,18*
CN1CCN(C(=O)c2ccc(COc3ccc(Cl)cc3Cl)cc2)CC1,3%,?,43%[activator],?,-7,13
CN1CCc2cccc3c2C1Cc1ccc(O)c(O)c1-3 (stereo unspecified),14µM*,?,10µM*,18%,1,-1

# One compound at a time, as listed above. Values in the order: FBPA Giardia inh | Pf growth 48h | Pf growth 96h | HCV inh | Shiga inhibitor | Cycloheximide cs
# Profile of COc1ccc(NC(=O)CSc2nc(=O)n(CCN(C)C)c3c2CCCC3)cc1OC → / | ? | ? | 1% | / | /
# Profile of CC(=O)Nc1nc(-c2ccc3c(c2)CCN3S(C)(=O)=O)cs1 → -20% | -23% | 27% | -14% | 67* | 18*
# Profile of CCOC(=O)c1c(C)[nH]c(C(=O)Nc2ccc(NC(C)=O)cc2)c1C → 0% | 0% | 0% | ? | -9 | -3
# Profile of CCOC(=O)C1(Cc2cccc(OC)c2)CCN(C/C=C/c2ccccc2)CC1 → 1% | ? | ? | -17% | -2 | -7

# New compounds follow.
SMILES,FBPA Giardia inh,Pf growth 48h,Pf growth 96h,HCV inh,Shiga inhibitor,Cycloheximide cs
Cc1nc2ccccc2nc(C)c1=NOCC(=O)N(c1ccccc1)C(C)C,-13%,0%,?,-1%,116*,61*
Cc1ccccc1NC(=O)c1ccc(Cl)c(NC(=O)c2ccncc2)c1,0%,12%,?,3%,-4,-5
COC(=O)c1ccccc1S(=O)(=O)Nc1ccc2cn[nH]c2c1,-23%,10%,?,6%,29,3
CC(=O)c1cc(C(=O)Nc2ccc3ccccc3c2)c(C)o1,1%,15%,7%,-13%,-3,-3
CC1CC(C)CN(CCCNC(=O)CCC(=O)N2CC(C)Oc3ccccc32)C1 (stereo unspecified),-3%,10%,?,-23%,-2,-3
COC(=O)C1CCN(c2nc3ccccc3nc2C(C#N)C(=O)OCC(C)C)CC1 (stereo unspecified),-9%,?,?,-14%,16,-3
COc1ccc(-c2ocnc2C(=O)N2CCN(C(=O)C(c3ccccc3)c3ccccc3)CC2)cc1,8%,?,9%,4%,-14,-6
Cc1ccc(CN2C(=O)C(C)Nc3ncnc(N4CCN(c5ccccn5)CC4)c32)cc1 (stereo unspecified),/,12µM*,12µM*,?,/,/
COC(=O)[C@@H]1CCCN1C(=O)[C@@H](NC(=O)OC(C)(C)C)C(C)C,7%,/,/,7%,10,-2
CC(NS(=O)(=O)CCNC(=O)c1ccccc1)c1ccccc1 (stereo unspecified),/,6%,32%[activator],0%,/,/
COc1cccc(C(=O)NN2CC(O)=C(c3nc4ccccc4n3C)C2=N)c1,-8%,1%,19%,/,15,11
CCOc1ccccc1N1CCN(C(=O)CC(C)C)CC1,1%,3%,18%,1%,-17,-2
CCC(C)N1C(=O)CCC1C(=O)O (stereo unspecified),10%,8%,/,12%,-4,-4
C=C(C)C1CCC(C)=CC1c1c(OC)cc(C)cc1OC (stereo unspecified),-5%,/,/,/,20,-2
COc1ccc(N2CCN(C(=O)c3cc(=O)c4cc(C)cc(C)c4o3)CC2)cc1,2%,0%,-21%,?,-2,-2
CCc1ccc(NC(=O)c2cnn3ccccc23)cc1,-13%,/,1.2µM*,1%,4,43*
CC1(C)Cc2c(sc(NC(=O)c3ccc(Br)o3)c2C#N)CO1,-10%,223%[activator],i,-29%,71*,45*
CCN(CC(=O)Nc1c(F)cccc1F)C(=O)c1ccc(S(=O)(=O)N2CCCC2)cc1,/,-1%,?,5%,/,/

# Screens from PubChem.
